All columns: NCI-60 one-dose screen, growth in % after 48 h at 10 µM unless noted; 100 = growth as untreated, 0 = no growth, -100 = all killed.
SR: SR leukemia cells; 8.7% of 73,000 active
CCRF-CEM: CCRF-CEM leukemia; 7% of 77,000 active; AID 1794778
K-562: K-562 leukemia | 7.4% of 78,000 active | AID 1794777
MDA-MB-231: MDA-MB-231 breast cancer; 5% of 81,000 active
MDA-MB-468: MDA-MB-468 breast cancer. 8.5% of 78,000 active. AID 2202374
RPMI-8226: RPMI-8226 leukemia cells; 7.5% of 77,000 active
MDA-MB-435: MDA-MB-435 melanoma; AID 1794794; 7.8% of 82,000 active
MOLT-4: MOLT-4 leukemia cells | 6.9% of 80,000 active | AID 1794779
* marks the source's active call; other numbers are inactive results; . = no result given; & = joins results of further samples. How the source made its calls: active means growth percent below 10; inactive means the rest.

SMILES	SR	CCRF-CEM	K-562	MDA-MB-231	MDA-MB-468	RPMI-8226	MDA-MB-435	MOLT-4
COC(=O)C1=NN(c2ccccc2)C2C3N(c4ccccc4)N=C(C(=O)OC)N3c3[nH]c(-c4ccccc4)cc3N12 (configuration not stated)	141	81	94	97	92	89	106	68
CCCCC(=O)Nc1ncc(Cc2ccccc2Cl)s1	26	57	25	53	14	49	-32*	29
Cc1ccc(C(=O)c2ccc(CC(=O)N/N=C/c3cccc(O)c3O)n2C)cc1	8.9*	13	30	45	55	35	61	11
CCOC(=O)N(O)c1ccc(/C=C/c2ccccc2)cc1	67	63&55	40&40	54&67	-53*	49&62	84&85	61&59
O=C1c2c(c3c4cccnc4[nH]c3c3ccc4ccccc4c23)C(=O)N1O	18	15	30	86	46	16	48	6.4*
Nc1c(C(=O)Nc2ccccc2)sc2nc3c(cc12)C(O)CCC3 (configuration not stated)	7.4*	14	11	33	52	12	-27*	12
COc1cccc(/C=C2\S/C(=N\N=C(c3ccccc3)c3ccccc3)NC2=O)c1	82	66	81	83	93	75	90	83
CC(=O)OCCN(CCc1ccccc1)CCc1ccccc1	97	108	98	110	103	113	104	97
COc1cc(C(=C2O[C@@H]([C@H]3COC(C)(C)O3)[C@H]3OC(C)(C)O[C@@H]23)c2cc(OC)c(OC)c(OC)c2)cc(OC)c1OC	91	103	92	92	106	88	113	100
CN(C)c1nc(N)nc(N)n1	115	.	107	102	104	103	107	100
COc1cccc(CNC(=O)c2nc(-c3cc(OC)c(OC)c(OC)c3)n(-c3ccc(OC)c(OC)c3)n2)c1	67	85	96	74	96	82	97	93
CC(=O)Oc1ccccc1C(=O)Nc1ncc([N+](=O)[O-])s1	13	14	-8.7*	27	37	7.1*	24	-9.5*
COc1cc(/C=C/C(=O)c2ccc(S(=O)(=O)NCCNc3nc(Nc4ccc(F)cc4)nc(N(C)C)n3)cc2)cc(OC)c1OC	3.1*	8.2*	4.8*	-45*	-50*	7.4*	-25*	8.5*
C#CC(C)(O)c1ccccc1 (configuration not stated)	113	99	102	102	117	115	115	89
Cc1cc(=O)n(C(=S)Nc2ccc(Cl)cc2)c2cc(O)ccc12	108	110	113	92	99	113	105	102
Cc1nn(-c2nc3ccccc3s2)c(N)c1-c1ccc(Cl)cc1	86	74	75	103	103	74	101	88
COc1ccc(-c2cc(C(=O)N3N=C(c4ccc(N)cc4)CC3c3cc(-c4ccccc4)nn3-c3ccccc3)c3ccccc3n2)cc1 (configuration not stated)	85	95	114	93	100	101	103	93
O=C(/C=C1\C=CN(CCCCCF)c2ccccc21)n1ccc2ccccc21	130	100	107	88	103	103	98	107
O=C(O)C(c1ccccc1)C1(O)CCC1 (configuration not stated)	103	109	106	102	106	116	116	104
Cc1cnc(C(=O)NNc2nc3sc4c(c3c(=O)[nH]2)C(C)CCC4)cn1 (configuration not stated)	21	12	14	43	-10*	29	31	16
O=C(O)C(SC(C(=O)O)c1ccccc1)c1ccccc1 (configuration not stated)	101	98	99	115	106	102	116	103
NS(=O)(=O)c1ccc(N2C(=O)/C(=C/c3cccc(Cl)c3)N=C2c2ccccc2)cc1	33	84	72	106	103	92	86	66
CC(=O)Oc1ccc(OC(C)=O)c(C(=O)O)c1	91	99	103	114	106	105	110	88
C=CCc1cc(Cl)ccc1NC(C(N)=O)c1ccccc1 (configuration not stated)	71	100	81	.	106	.	96	82
O=c1c2c3c(sc2n2c(CCl)nnc2n1Cc1ccccc1)CCCC3	-34*	.	-65*	-60*	.	-39*	-64*	-18*
COc1ccc(/C=N/NC(=O)c2ccccn2)c(OC)c1OC	118	117	99	123	107	104	96	97
COc1ccc2oc3c(C)c4c(c(C)c3c2c1)C(=O)N(CCO)C4=O	95	100	104	90	95	95	96	102
CC1=NC(=S)NC(c2ccccc2)/C1=C1/CC(c2ccc(N(C)C)cc2)N(c2ccccc2)N1 (configuration not stated)	116	105	116	93	100	109	100	103
S=C(Nc1ccc2c3c(cccc13)CC2)Nc1ccc2c3c(cccc13)CC2	86	93	82	89	87	88	107	78
COc1cc2ncnc(Nc3ccc(Oc4ccnc(C)c4)c(C)c3)c2cc1NC(=O)CC1CCSS1 (configuration not stated)	-38*	-31*	-51*	-28*	-67*	-19*	-33*	-57*
Cc1ccc(Nc2nc(SC(C)C)nc(-c3ccccc3)c2C#N)cc1	102	82	103	82	97	99	102	100
CCCCN=C1NN=C(c2ccc(C)c(C)c2)CS1	46	75	58	94	.	76	58	76
CC1NCC(=O)N1O (configuration not stated)	91	93	88	114	97	99	93	94
O=C(/C=C/c1ccc(Cl)c(Cl)c1)Nc1ncc(Cc2ccc(Cl)c(Cl)c2)s1	38	71	15	97	69	81	27	55
NC(=O)NCc1cc(Br)cc(Br)c1O	115	106	116	114	92	109	107	108
COC(=O)c1ccc(NC(=O)CSc2nc3ccccc3s2)cc1	78	93	89	118	104	.	103	86
O=C1CCN=C2C=CC(F)=CN12	126	117	121	129	119	114	99	129
Cc1c(N=Nc2ccccc2O)c(=O)[nH]c2[nH]c(=O)sc12	109	106	105	100	105	105	109	104
COc1ccc(/C=C/c2nc(Nc3ccc([N+](=O)[O-])cc3)c3ccccc3n2)cc1	84	95	66	93	50	96	89	88
Nc1c(C(=O)Nc2ccccc2)sc2nc3c(cc12)COCC3	60	104	85	99	75	86	67	113
N=c1c(S(=O)(=O)c2ccc(Cl)cc2)cc2c(=O)n3ccccc3nc2n1Cc1ccccc1	84	82	82	87	85	86	104	78
CC(C)=CCc1cc2c(cc1O)C1=C(C(=O)C3=C(C1=O)S(=O)(=O)CCN3)C(C=C(C)C)O2 (configuration not stated)	2.0*	1.8*	0.9*	1.5*	-33*	9.8*	-53*	-38*
O=C(Cn1ncnn1)NCc1cc(-c2cccc(Cl)c2)no1	87	94	108	117	108	93	112	99
Cc1ccc(-c2cc(Cc3c(Cl)cccc3Cl)c(=O)n(CN3CCNCC3)n2)cc1C	68	84	84	84	96	88	101	80
COc1cc(C2CC(c3ccc(Nc4nc(NCCO)nc(Nc5ccc(Cl)cc5)n4)cc3)=Nc3c(N)nc(N)nc3N2)cc(OC)c1OC (configuration not stated)	.	24	16	61	59	38	75	20
O=C1c2ccccc2C(=O)N1CNCCCNCN1C(=O)c2ccccc2C1=O	101	95	106	111	.	93	108	105
O=C(O)c1ccccc1-c1ccccc1C(=O)Nc1ccc(N=Cc2ccc(F)cc2)cc1	.	98	97	93	110	103	99	101
O=c1ccc([N+](=O)[O-])c[nH]1	99&115	104&115	99&106	111&112	103&106	109&115	105&103	97&117

A portion of the results above:
SMILES	SR	CCRF-CEM	K-562	MDA-MB-231	MDA-MB-468	RPMI-8226	MDA-MB-435	MOLT-4
COc1cc(C2CC(c3ccc(Nc4nc(NCCO)nc(Nc5ccc(Cl)cc5)n4)cc3)=Nc3c(N)nc(N)nc3N2)cc(OC)c1OC (configuration not stated)	.	24	16	61	59	38	75	20
O=C1c2ccccc2C(=O)N1CNCCCNCN1C(=O)c2ccccc2C1=O	101	95	106	111	.	93	108	105
O=C(O)c1ccccc1-c1ccccc1C(=O)Nc1ccc(N=Cc2ccc(F)cc2)cc1	.	98	97	93	110	103	99	101
O=c1ccc([N+](=O)[O-])c[nH]1	99&115	104&115	99&106	111&112	103&106	109&115	105&103	97&117

(list continues)
SMILES	SR	CCRF-CEM	K-562	MDA-MB-231	MDA-MB-468	RPMI-8226	MDA-MB-435	MOLT-4
COc1cccc(C(CCc2cc(OC)c(OC)c(OC)c2)NC(C)=O)c1 (configuration not stated)	78	94	99	109	121	.	111	90
CC(=O)Nc1cc(C)cc(C(=O)O)c1C	146	103	108	97	96	112	105	111
O=[N+]([O-])c1ccc(-c2cc3c(Nc4ccc5c(cnn5Cc5ccccc5)c4)ncnc3s2)cc1	68	80	.	97	75	.	91	82
COc1ccc(CCN(Cc2cc(OC)c(OC)c(OC)c2)c2c(NC3CCCCC3)oc(=O)c3ccccc23)cc1OC	78	91	86	92	87	91	93	86
Clc1ccccc1N=Nc1ccccn1	133	101	99	105	103	97	98	106
CN(C(=O)/C=C/c1ccccc1)c1ccccc1	106	90	109	97	93	92	99	103
CCN(c1ccccc1)c1nc(Cl)nc2c1cnn2-c1ccccc1	.	99	103	100	106	105	105	110
COc1ccc(OC)c(-c2nc(SCC(=O)c3ccc(Br)cc3)nc(Nc3cccc(S(N)(=O)=O)c3)c2C#N)c1	69	80	71	76	85	82	85	55
CCOC(=O)c1ccc(NC(=O)Oc2cc(C)c(Cl)cc2C(C)C)cc1	96	96	113	96	105	96	104	92
COc1ccc2nc3cc(Cl)ccc3c(Cl)c2c1	93&100	103&94	97&115	101&79	73&90	100&101	86&111	102&110
C=CCOC(=O)Nc1cccc(Cl)c1	.	92	.	96	100	92	102	.
CC1[C@H]2[C@H](C[C@H]3[C@@H]4CC=C5c6sc(Nc7ccccc7F)nc6CC[C@]5(C)[C@H]4CC[C@@]32C)O[C@]12CC[C@@H](C)CO2 (some centres not stated)	4.5*	-22*	1.2*	-58*	-63*	-16*	-83*	-16*
CC(=O)Nc1nc2c(s1)CCc1c-2cn(S(=O)(=O)c2ccccc2)c1-c1ccccc1	28	43	38	74	62	58	60	48
CCOC(=O)/C=C/C(=O)N1CCN(C(=O)/C=C/C(=O)OCC)C(C)C1 (configuration not stated)	119	112	100	106	98	115	95	85
O=C(/C=C/c1c2ccccc2cc2ccccc12)c1ccc(F)cc1	79	93	89	97	90	93	78	82
O=C(Nc1ccc(C2=NCCN2)cc1)c1cc(C(=O)Nc2ccc(C3=NCCN3)cc2)ncn1	95	96	74	112	103	80	97	92
CN1c2ccccc2N(C)C1c1ccc2c(c1)OCO2	41	52	39	71	79	36	92	45
Cc1cc(O)c(/C=N/C(=S)NCCc2ccccc2)c(=O)o1	97	109	108	110	124	106	103	105
CCOC(=O)/C=C(/C)NC(N)=O	106	94	102	130	100	105	113	111
COc1cccc(N)c1N	94	101	110	80	104	114	105	95
O=c1[nH]cnc2c1C(c1ccc(Cl)cc1)c1sc3c(F)cccc3c1O2 (configuration not stated)	91	98	88	74	83	101	104	96
CCC(=O)NO[C@@]1(C)/C=C/[C@H](C(C)C)CC/C(C)=C/CC/C(C)=C/[C@H](O)C1	.	86	72	88	89	77	85	83
CCCCn1c(-c2ccc(-c3nc(-c4ccc5ccccc5c4)no3)cc2)nc(-c2ccccc2)c1-c1ccccc1	126	106	102	96	95	.	.	105
CCOc1ccc(C(C)c2cc3c(cc2O)OCO3)cc1 (configuration not stated)	59	86	28	108	78	81	36	47
CCc1ccc(C2=NN(c3ccc(S(N)(=O)=O)cc3)C(c3ccc(N(C)C)cc3)C2)cc1 (configuration not stated)	93	79	83	95	109	94	100	76
O=CNc1c(Br)cc2c(c1Br)Cc1cc(Br)ccc1-2	106	65	97	67	19	100	100	99
C=C(C=O)[C@@H]1CC[C@]2(C)[C@H](CC=C3[C@H]4[C@@H](C)[C@H](C)CC[C@]4(C(=O)OC)CC[C@]32C)[C@@]1(C)CCC#N	0.3*	11	8.6*	-22*	-18*	-12*	-7.2*	1.4*
Cc1cc2nc3c4cccc(O)c4n(CCN(C)C)c3nc2cc1C	4.1*	27	6.3*	28	0.8*	-5.7*	45	6.0*
COc1ccc(/C=C/C=C\C(=O)c2ccc(N3CCCC3)cc2)cc1	68	80	49	93	89	78	90	76
CN(C)Cc1cc(C(C)(C)C)cc(C(C)(C)C)c1O	97	98	110	100	91	106	100	105
CCOC(=O)c1c2c(c(C)n1C)-c1ncncc1CC2	99	98	112	85	114	83	99	112
COc1ccc(NC(=O)CSc2nc3ccccc3c(=O)n2CCc2ccc(S(N)(=O)=O)cc2)cc1	103	90	.	93	99	86	105	87
CSc1nn(-c2ccccc2)c2ncnc(Oc3ccccc3)c12	84	90	97	98	89	84	102	97
COc1ccc(/C=C/C(=O)c2ccc(NC(=O)CSc3nnc(-c4ccc(OC)cc4)n3-c3ccccc3)cc2)cc1	.	95	78	91	106	77	98	88
O=C(/C=C/c1ccccc1)c1ccc(F)cc1	109	97	54	115	78	76	100	104
COc1ccc(Cl)cc1/C=C/C=N/NS(=O)(=O)c1ccc(C)cc1	108	77	79	112	.	96	101	112
CCCOC(=O)c1ccc(OCC)cc1	95	111	99	105	102	114	110	94
Cc1ccc(/C=C2\CCOC2=O)cc1	26	62	51	104	110	72	101	28
Nc1ccccc1NC(=O)c1ccc(CN2CCC/C(=C\c3ccccn3)C2=O)cc1	14	17	9.5*	45	-6.4*	12	-43*	7.8*
O=C(OCc1nc2sc3c(c2c(=O)[nH]1)CCCC3)c1cn(-c2ccccc2)nc1-c1ccccc1	104	101	103	102	102	106	98	103

Random excerpt: 7 records from the list
SMILES	SR	CCRF-CEM	K-562	MDA-MB-231	MDA-MB-468	RPMI-8226	MDA-MB-435	MOLT-4
COc1ccc(/C=N/NC(=O)c2ccccn2)c(OC)c1OC	118	117	99	123	107	104	96	97
C=CCOC(=O)Nc1cccc(Cl)c1	.	92	.	96	100	92	102	.
CCOc1ccc(C(C)c2cc3c(cc2O)OCO3)cc1 (configuration not stated)	59	86	28	108	78	81	36	47
CSc1nn(-c2ccccc2)c2ncnc(Oc3ccccc3)c12	84	90	97	98	89	84	102	97
O=CNc1c(Br)cc2c(c1Br)Cc1cc(Br)ccc1-2	106	65	97	67	19	100	100	99
CC(=O)Oc1ccccc1C(=O)Nc1ncc([N+](=O)[O-])s1	13	14	-8.7*	27	37	7.1*	24	-9.5*
COc1ccc(/C=C/c2nc(Nc3ccc([N+](=O)[O-])cc3)c3ccccc3n2)cc1	84	95	66	93	50	96	89	88

From PubChem BioAssay
